M18AAP inhibitor: PfM18AAP enzyme inhibition; recombinant PfM18AAP, H-Glu-NHMec fluorogenic cleavage; inhibition, % at 7.35 µM; 290,000 tested, 1.2% active; AID 1822;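 active = inhibition above the campaign mean inhibition over all tested compounds plus 3 SD, cut at about 28% in these data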;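 note: 0% = plate median of test compound wells and 100% = 2 mM ZnCl2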
MEKK2wt PB1 HTS: raises or lowers MEK5 binding to wildtype human MEKK2 PB1 domain. binding response (% of control), % at 10 µM. 290,000 tested, 1.1% active. bead flow cytometry, Alexa488-MEK5 binding to MEKK2 WT; actives lie on both sides. Q9Y2U5; in the data active = binding response below about 67% or above about 130%
VIM-2 inhibitor: inhibitors of Pseudomonas aeruginosa VIM-2 metallo-beta-lactamase; inhibition, % at 5.6 µM; 290,000 tested, 0.89% active; AID 1527; purified VIM-2, nitrocefin hydrolysis, epi-absorbance fluorescence;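 active = inhibition above the mean of all tested compounds plus 3 SD, cutoff set per screening run, cut at about 7.5% in these data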;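 note: red hydrolysis product quenches plate fluorescence so inhibitors raise well fluorescence; 0% = enzyme with DMSO and 100% = DMSO without enzyme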
NALP1 inh: NALP1 inhibition. S. cerevisiae NALP1/ASC/caspase-1 growth, X-gal OD620, 72 h. inhibition, % at 10 µM. 280,000 tested, 0.61% active; in the data active = inhibition mostly above about 24%, no sharp cut-off; inactive = mostly below about 32%; note: some compounds called inactive have numbers as strong as hits
MEKK2 mut-MEK5: signal of MEK5 binding to mutant human MEKK2 PB1 domain; bead flow cytometry, Alexa488-MEK5 binding to MEKK2 mutant; percent response, % at 10 µM; 290,000 tested, 0.35% active; AID 1530; in the data active = percent response above about 24%, passing the limit was not always enough; note: inactives centre near 1; some results filed as inactive read as strong as hits
DNA FID counter: counter-screen for HCV NS3 helicase inhibitors: DNA intercalator displacement; 290,000 tested, 0.17% active; DNA fluorescent intercalator displacement, fluorescence; inhibition, % at 7.9 µM; in the data active = inhibition above about 37%;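 note: 0% = vehicle and 100% = reference compound; higher means more ethidium bromide displaced from hairpin DNA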
HCV NS3 hel inh: blocks Hepatitis C virus NS3 helicase unwinding. NS3 helicase DNA unwinding, Cy5 molecular beacon fluorescence. inhibition, % at 10.9 µM. 290,000 tested, 0.56% active;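 active = inhibition above the mean of all tested compounds plus 3 SD, set per campaign, cut at about 35% in these data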;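 note: 0% = DMSO wells and 100% = thioflavine S control wells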
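Material: hepatitis C virus NS3 helicase domain fragment enzyme; measured by: Cy5 fluorescence, 0 and 60 min reads; control set: DMSO and thioflavine S; incubation: 60 min unwinding reaction at 25 °C after ATP addition; read-out basis: % inhibition from 60/0 min fluorescence ratio, DMSO 0%, thioflavine S 100%; repeats: singlicate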
SUMO HTRF inh: SUMOylation inhibition. HTRF SUMOylation assay, SAE1/SAE2 + UBC9, in vitro. P63279. 290,000 tested, 0.36% active. AID 2006. inhibition, % at 35 µM; in the data active = inhibition above about 50%, passing the limit was not always enough; note: strong numbers were not always called active
Target sequence (P63279 whole entry, looked up): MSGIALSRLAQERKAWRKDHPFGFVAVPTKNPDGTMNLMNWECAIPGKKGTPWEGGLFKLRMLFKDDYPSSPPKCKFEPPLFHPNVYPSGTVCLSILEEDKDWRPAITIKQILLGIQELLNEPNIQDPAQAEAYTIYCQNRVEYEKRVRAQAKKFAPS
IMP-1 inh: inhibitors of Pseudomonas aeruginosa IMP-1 metallo-beta-lactamase; 290,000 tested, 0.45% active; purified IMP-1, nitrocefin hydrolysis, epi-absorbance fluorescence; inhibition, % at 5.6 µM;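 active = inhibition above the mean plus 3 SD of all compounds in the same screening run, cut at about 4.5% in these data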;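 note: 0% = IMP-1 with DMSO and 100% = DMSO wells lacking enzyme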
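Material – recombinant IMP-1 enzyme, purified · Amount – IMP-1 0.2 nM before substrate addition · Medium – HEPES buffer pH 7.1 with ZnSO4 and Brij 35 · Timing – 25 °C, 15 min preincubation, 25 min reaction · Measured by – plate fluorescence quenching by hydrolysis product, ex 480/em 530 nm · Read-out – percent enzyme inhibition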
Starred values were filed as active, the others as inactive; nt = no result given.

SMILES | M18AAP inhibitor | MEKK2wt PB1 HTS | VIM-2 inhibitor | NALP1 inh | MEKK2 mut-MEK5 | DNA FID counter | HCV NS3 hel inh | SUMO HTRF inh | IMP-1 inh
Cc1cc(C)cc(N(C(=O)CNS(=O)(=O)c2ccccc2)C(C(=O)NCc2ccccc2)c2ccc(C)o2)c1 (stereo not drawn) | -3 | 100 | -2.5 | 17 | 3 | -43 | -21 | -14 | -5.4
S=C(Nc1ccccc1)Nc1ccccc1-n1cccc1 | -5 | 98 | 0.8 | 0 | 5 | -7 | 5 | 15 | -1.2
O=C(CNC(c1ccccc1)c1ccccc1)Nc1ccc(F)cc1 | 11 | 92 | -0.5 | 9 | -2 | -9 | -21 | -11 | -1.4
Cn1ncc2c(c(SCc3ccc(Cl)cc3Cl)nn2C)c1=O | -4 | 98 | 0.3 | 28 | -9 | -4 | -3 | 6 | -1.5
O=C(Cc1ccc(Cl)c(Cl)c1)NNC(=S)NCC1CCCO1 (stereo not drawn) | 6 | 103 | -6.1 | 4 | -2 | -13 | 2 | 3 | -3.5
CC(C)(C)C(=O)Oc1cccc(Nc2ncnc3ccccc23)c1 | -15 | 110 | 0.7 | 7 | 1 | -20 | -7 | 10 | -0.2
COc1cccc(-n2c(Cc3cc(=O)[nH]c(=O)[nH]3)nnc2SCC(=O)Nc2ccccc2)c1 | 1 | 102 | -1.5 | -9 | 0 | -13 | 3 | 8 | -2.2
Cc1c(Cl)cccc1NC(=O)CCC(=O)N/N=C/c1ccc[nH]1 | 0 | 111 | -3.9 | 9 | 40 | -3 | 2 | -7 | -2.0
CC(=O)Nc1ccc(S(=O)(=O)N(C)CC(=O)N/N=C/c2ccc(C(=O)O)cc2)cc1 | -7 | 102 | 0.2 | 14 | 2 | -4 | 4 | 9 | 1.9
CCNC(=O)COc1ccc(OCc2ccccc2)cc1 | -7 | 92 | 1.6 | -15 | -4 | -10 | -5 | 3 | -0.3
COc1ccccc1NC(=O)C1CCN(S(=O)(=O)c2ccc3c(c2)NC(=O)CO3)CC1 | -4 | 105 | -3.3 | 2 | 8 | -29 | 3 | 11 | -2.1
O=[N+]([O-])c1ccc(N/N=C/c2c[nH]c3ccccc23)c(S(=O)(=O)Nc2ccc(Cl)cc2)c1 | 6 | nt | -1.9 | 7 | nt | -1 | 12 | 12 | -1.1
CCC(=O)Nc1ccc(NC(=O)c2cccc3c(Br)cccc23)cc1 | 45* | 101 | -1.8 | 25 | 2 | -10 | -10 | 20 | -2.0
C/C(=N\NC(=O)c1ccoc1C)c1ccccc1O | 32* | 105 | -2.6 | 11 | 3 | -7 | 0 | 4 | -2.9
CCOC(=O)Cn1nnc2c(sc3nc4c(c(-c5ccc(Cl)cc5)c32)CCC4)c1=O | -9 | 101 | -4.5 | 4 | 1 | 0 | -4 | 13 | -1.2
O=c1ccc(-c2ccccc2)nn1Cc1ccc(Cl)cc1 | -1 | 105 | -1.6 | nt | 2 | -27 | -3 | nt | -1.1
CCC(Sc1nc2c(cnn2-c2ccc(Cl)cc2)c(=O)[nH]1)C(=O)OC (stereo not drawn) | 3 | 110 | 0.1 | 26 | 8 | -2 | -8 | 11 | -5.7
O=C(COC(=O)c1cnccn1)c1ccc(OC(=O)c2ccccc2)cc1 | -3 | 103 | -1.8 | nt | 7 | -2 | -13 | -38 | -2.0
C=CCc1ccccc1OCC(O)CN1CCN(CCO)CC1 (stereo not drawn) | -5 | 109 | -3.5 | -1 | 7 | 9 | -5 | 1 | -1.6
CSc1cccc(NC(=O)/C=C/c2ccco2)c1 | -17 | nt | 0.0 | -4 | nt | -13 | 32 | 30 | -3.5
Cc1cccc(NC(=O)c2ccc(N3CCCCC3)c([N+](=O)[O-])c2)n1 | -4 | nt | -0.3 | 11 | nt | -5 | -13 | -8 | -2.0
Cc1ccccc1C(=O)NC(=S)NC1CC1 | 1 | 100 | -2.8 | 12 | 0 | -4 | 12 | 9 | -2.0
COc1ccc2cc(C(c3nnnn3CC3CCCO3)N3CCOCC3)c(=O)[nH]c2c1 (stereo not drawn) | 7 | 96 | -1.2 | 5 | -6 | -3 | 1 | 9 | -2.3
NS(=O)(=O)c1ccc(CNC(=O)/C=C/c2ccc(S(=O)(=O)N3CCOCC3)cc2)cc1 | -3 | 85 | -0.8 | nt | -6 | -7 | -3 | -13 | 0.0
O=C(Cc1n[nH]c(=O)[nH]c1=O)N/N=C/c1ccccc1 | -2 | 97 | -3.8 | -6 | 0 | -3 | -1 | 4 | -2.5
CCOC(=O)C1CCN(C(=O)c2ccc(C)c(S(=O)(=O)N3CCCC3)c2)CC1 | -2 | 98 | -2.7 | 0 | -3 | -45 | 21 | -8 | -1.4
CC1CN(S(=O)(=O)c2ccc(CN3C(=O)c4cccnc4C3=O)s2)c2ccccc2O1 (stereo not drawn) | 4 | 93 | 1.6 | 21 | -3 | -36 | 7 | -8 | -2.0
Cc1ccc(S(=O)(=O)CC2CSc3nc4ccccc4n32)cc1 (stereo not drawn) | 0 | 89 | -2.3 | 26 | -10 | -10 | -11 | -5 | -2.2
CC(=O)Nc1sc(-c2ccccc2)nc1-c1ccccc1 | -4 | 102 | -0.9 | 7 | -8 | -8 | -8 | 8 | -3.4
Cc1ccc(C)c(NC(=O)CCN2CCOCC2)c1 | -7 | 98 | 0.5 | 4 | -1 | 4 | -2 | 23 | -0.5
C=CCc1cccc2cc(C(=O)N3CCN(C(=O)c4ccco4)CC3)c(=O)oc12 | 10 | 97 | -1.0 | nt | -3 | -19 | -1 | 18 | -4.3
CC(=O)c1c[nH]c(C(=O)NCc2ccccc2Cl)c1 | 0 | 99 | -1.4 | 1 | 0 | -1 | -12 | -21 | -1.4
CC1(C)CC(=O)/C(=C(\O)Cc2ccccc2)C(=NCCCCCC(=O)O)C1 | -5 | 105 | -0.7 | 26 | 20 | -26 | -2 | 2 | -3.2
CCOc1cc(S(=O)(=O)NCCc2cccc(C)c2)c(OCC)cc1-n1cnnn1 | -7 | 103 | -1.7 | 22 | 4 | -16 | -9 | -5 | -3.0
O=[N+]([O-])c1c(Nc2cccc(O)c2)cc(Cl)c2nonc12 | -6 | 105 | 7.6 | 5 | 6 | 10 | -30 | 42 | -2.5
COc1cccc(/C=C/C(=O)c2cccc([N+](=O)[O-])c2)c1OC | 16 | 100 | -0.2 | 4 | -2 | -1 | -14 | 22 | -3.1
Cc1cccc(OCC(=O)Nc2ccc3c(c2)C(=O)NC3=O)c1 | 18 | 100 | -1.9 | 16 | 0 | -19 | -3 | 12 | -3.1
Cc1cc(C)cc(NC(=O)Nc2ccc3c(c2)N(C)C(=O)CS3)c1 | 1 | 119 | -3.4 | 18 | 6 | -13 | 6 | 15 | -2.8
Cc1cc(C)cc(NC(=O)C2C3C=CC4(O3)C2C(=O)N(CCN2CCCCC2)C4C(=O)NC2CCCCC2)c1 (stereo not drawn) | -3 | 107 | 0.1 | 15 | 8 | 5 | -3 | 3 | -1.0
COc1ccc(/C=N/NC(=O)c2ccc(=O)n(C)c2)cc1OC | 0 | 88 | -0.8 | 13 | -15 | -8 | -8 | 5 | -2.6
CC(Oc1cc2oc(=O)c3c(c2cc1Cl)CCC3)C(=O)NCCCN1CCOCC1 (stereo not drawn) | -6 | 97 | -1.2 | 3 | 1 | 2 | 1 | 8 | -2.4
Cc1cc(C(=O)CSc2nc(N)cc(N)n2)c(C)n1C1CC1 | 36* | 66 | 2.6 | -6 | -13 | -7 | 11 | 51* | 0.6
CCc1ccc(NC(=O)C(=S)NC2CCCCC2)cc1 | -3 | 117 | -2.4 | -2 | 6 | 3 | 12 | 1 | -1.6
CN(C)c1oc(-c2ccccc2)nc1C#N | -3 | 103 | 2.8 | 14 | 9 | -1 | 3 | 5 | 0.4
CC(C)(C)NC(=O)C(c1ccc(F)cc1)N(Cc1ccccc1Cl)C(=O)c1ccn[nH]1 (stereo not drawn) | 3 | 98 | -3.0 | -10 | -2 | -40 | -4 | 0 | -2.9
CN(C(=O)COC(=O)c1cc(-c2ccco2)nc2ccccc12)C1CCS(=O)(=O)C1 (stereo not drawn) | 8 | 103 | -1.1 | nt | 0 | -23 | 21 | 51* | 2.0
CCCN=C1CC(C)(C)CC(=O)/C1=C(/O)CCC | -9 | 99 | -0.7 | 7 | -6 | 1 | 11 | 17 | -1.8
COc1ccc(OC)c(/C=N/NC(=O)c2ccc(N(C)S(=O)(=O)c3ccccc3)cc2)c1 | -6 | 96 | -3.3 | 34 | -3 | -26 | 0 | 17 | -0.3
CC(=O)c1cc(F)c(N2CCN(C(=O)Cc3ccccc3)CC2)cc1C | -3 | 102 | -2.5 | 32 | -1 | -28 | 3 | -8 | -2.2
O=C(CSc1nccc(-c2cccs2)n1)Nc1cccc(Cl)c1 | -8 | 96 | -2.2 | 7 | 8 | -16 | 24 | -10 | -1.6

Compound profiles, as listed above. Order of screens: M18AAP inhibitor, MEKK2wt PB1 HTS, VIM-2 inhibitor, NALP1 inh, MEKK2 mut-MEK5, DNA FID counter, HCV NS3 hel inh, SUMO HTRF inh, IMP-1 inh
CN(C)c1oc(-c2ccccc2)nc1C#N as listed: -3, 103, 2.8, 14, 9, -1, 3, 5, 0.4
CN(C(=O)COC(=O)c1cc(-c2ccco2)nc2ccccc12)C1CCS(=O)(=O)C1 (stereo not drawn) as listed: 8, 103, -1.1, nt, 0, -23, 21, 51*, 2.0
CCCN=C1CC(C)(C)CC(=O)/C1=C(/O)CCC as listed: -9, 99, -0.7, 7, -6, 1, 11, 17, -1.8

Following part
SMILES | M18AAP inhibitor | MEKK2wt PB1 HTS | VIM-2 inhibitor | NALP1 inh | MEKK2 mut-MEK5 | DNA FID counter | HCV NS3 hel inh | SUMO HTRF inh | IMP-1 inh
O=C(Nc1ccc(C(=O)N2CCOCC2)cc1)c1cc(-c2cccnc2)nc2ccc(Br)cc12 | 1 | 105 | -2.6 | -17 | 3 | -30 | -13 | -20 | -3.7
Cc1ccc(NC(=O)CCNC(=O)c2ccc([N+](=O)[O-])cc2)cc1C | 4 | 103 | -2.2 | 8 | 1 | -4 | -4 | 13 | -3.1
C=C(C)Cc1c(C)c(C#N)c2nc3ccccc3n2c1NCCCN(C)C | 12 | 103 | 29* | 21 | 2 | 27 | -1 | 29 | 0.9
COCCNC(=O)C1CCC(CNS(=O)(=O)c2ccc3c(c2)CC(C)N3C(=O)C2CC2)CC1 (stereo not drawn) | -2 | 104 | -2.2 | 12 | 3 | -48 | 1 | 12 | -4.1
CCCCNC(=O)CSc1nc2ccccc2n1S(=O)(=O)c1ccc(Br)cc1 | -6 | 91 | -0.9 | 25 | -2 | 1 | -3 | 2 | 0.5
CC(=O)Nc1ccc(NC(=O)CSc2ccc3nnc(CCNC(=O)c4ccccc4)n3n2)cc1 | 1 | 90 | 1.8 | 2 | -5 | -14 | -5 | 14 | -0.2
Cc1cccc(S(=O)(=O)NCCc2ccccc2)c1 | -1 | 104 | -1.2 | 0 | 1 | -7 | -3 | 8 | -2.6
O=C(NCC(=O)N1CCC2(CC1)NCCc1[nH]cnc12)c1cccc(Cl)c1 | -5 | 102 | -5.4 | 4 | 5 | 9 | 6 | nt | -2.1

Screening data deposited in PubChem BioAssay by several laboratories.
